Screening results from PubChem BioAssay.
Casp6 inh – human caspase-6 inhibitors, primary screen, biochemical, VEID-R110 fluorescence, single point, set 2; P55212; purified caspase-6, Z-VEID-R110 cleavage fluorescence; inhibition, % at 12.5 µM; hit rate 0.53% among 350,000;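 active = mean inhibition across replicates at least about 35%, with every replicate also reaching that limit, limit read from the data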;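 note: 0% = median of neutral control wells and 100% = no fluorescence left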
Target sequence (P55212 24-179 limits assumed): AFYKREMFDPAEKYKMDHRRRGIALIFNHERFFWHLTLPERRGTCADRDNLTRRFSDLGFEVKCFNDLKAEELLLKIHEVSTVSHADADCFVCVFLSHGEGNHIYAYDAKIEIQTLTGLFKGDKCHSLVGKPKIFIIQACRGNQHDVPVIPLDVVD
Target sequence (P55212 194-293 limits assumed): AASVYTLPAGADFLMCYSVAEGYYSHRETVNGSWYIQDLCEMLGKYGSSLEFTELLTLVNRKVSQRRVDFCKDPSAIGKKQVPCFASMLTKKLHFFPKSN
DENV2 CPE rescue – inhibitors of DENV2 cytopathic effect, primary screen, cell-based, plate reader, single concentration; AID 651640, 2012; DENV2-infected cells, cytopathic effect rescue; hit rate 1.7% among 350,000; CPE inhibition, % at 9.99 µM; in the data active = CPE inhibition above about 20%, passing the limit was not always enough; tested in BHK-21 cells;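 note: 0% = median of neutral control wells and 100% = median of positive control wells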
Xi reactivation – activators of inactive X chromosome reactivation, primary screen, imaging, XiGFP fibroblasts, GFP high-content imaging, set 2 | hit rate 0.055% among 360,000 | XiGFP mouse fibroblasts, % GFP-positive cells imaging, 3 d; cells co-treated with 5-aza-dC sensitizer; scaled so ellipticine positive control = 100% | activation, % at 7.58 µM;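 active = mean normalized replicate activation at least 10% and every replicate at or above 10%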;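 note: 0% = median of on-plate neutral control wells and 100% = ellipticine 6 µM median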
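Assay system – SV40-immortalized XiGFP fibroblast cells, line 68-5-11 · Buffer or medium – DMEM supplemented with 5-aza-dC as sensitizing agent · Dosing – one concentration, pinned · Benchmarks – positive control ellipticine, 6 µM final · Times – 3 days compound exposure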
INS-1E GSIS act – GLuc luminescence reporter in INS-1E cells, primary screen for activators of glucose-dependent secretion of insulin; INS-1E GLuc reporter insulin secretion, 2-3 h; activation, % at 16.6 µM; hit rate 0.61% among 370,000;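 active = lowest replicate activation of at least 40%, so every replicate reaches that level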;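 note: 0% = median of neutral control wells and 100% = median of IBMX positive control wells; some compounds called inactive have numbers as strong as hits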
RAD52 anneal inh – RAD52 DNA annealing inhibitors, primary screen, biochemical, FRET, single point, set 2; DNA repair protein RAD52 homolog (Homo sapiens), P43351; recombinant RAD52 DNA annealing, FRET fluorescence; inhibition, % at 18.7 µM; hit rate 0.46% among 360,000;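 active = every replicate showing at least 50% inhibition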
Target sequence (P43351 whole entry, looked up): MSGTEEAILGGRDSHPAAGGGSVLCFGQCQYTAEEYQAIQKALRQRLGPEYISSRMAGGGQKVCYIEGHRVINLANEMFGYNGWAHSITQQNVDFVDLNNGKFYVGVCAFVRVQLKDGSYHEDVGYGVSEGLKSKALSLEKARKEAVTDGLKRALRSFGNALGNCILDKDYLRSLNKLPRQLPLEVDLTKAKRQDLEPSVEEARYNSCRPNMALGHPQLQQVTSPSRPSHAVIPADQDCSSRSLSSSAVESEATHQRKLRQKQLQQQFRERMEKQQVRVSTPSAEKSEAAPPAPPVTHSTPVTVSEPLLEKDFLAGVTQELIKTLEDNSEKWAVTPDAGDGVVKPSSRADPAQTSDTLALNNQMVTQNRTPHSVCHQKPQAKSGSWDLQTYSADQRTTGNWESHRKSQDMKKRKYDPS
E-selectin induc – E-selectin induction in HUVECs, primary screen, imaging, HUVEC, immunofluorescence imaging, single point | activation, % at 7.58 µM | normalized: neutral wells 0, TNF-alpha wells 100 | P16581 | hit rate 0.37% among 260,000;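 active = mean E-selectin-positive cell signal at least 10% of the positive control, reached in at least 60% of replicates, without over 20% cell loss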;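 note: in these data hits start at about 27%; measured in HUVEC primary endothelial cells; signal is the percent of cells scored E-selectin positive by PE staining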
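material = human umbilical vein endothelial cells (HUVEC), E-selectin induction | quantity = 3,000 cells/well | medium = EGM-2 growth medium on 0.1% gelatin-coated wells | technique = immunofluorescence imaging | read-out basis = % PE-positive cells | control set = TNF-alpha positive control, DMSO neutral control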
F508del corr – F508del CFTR correction, initial screen, CFBE line, single point; CFBE cells, YFP halide quenching; stimulated with forskolin plus potentiator P3; % fluorescence drop versus neutral controls; hit rate 0.36% among 350,000; AID 720511, 2013; activity (quench increase), % at 7.58 µM;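 active = mean added fluorescence quench of at least 8% versus neutral control, with both replicates also reaching 8%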;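 note: cells transiently co-express mutant CFTR-F508del with the halide-sensitive YFP; corrector assay measuring rescue of mutant channel to the surface after 24 h compound exposure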
RAD54 inh – inhibitors of human RAD54 branch migration, primary screen, biochemical, fluorescence, single point; DNA repair and recombination protein RAD54-like (Homo sapiens), Q92698; inhibition, % at 10.4 µM; hit rate 0.14% among 360,000; RAD54 Holliday junction branch migration, FAM/BHQ fluorescence;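 active = mean normalized replicate activity at least 40 and at least half of replicates scoring 40 or more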;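 note: 0% = median of neutral control wells and 100% = median of positive control wells; inhibitors cause a drop in the FAM fluorescence signal; in these data hits start at about 50%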
* = called active by the depositor.

`COC(=O)[C@]12CCCCC=C1N(CCc1ccc(OC)c(OC)c1)C(=O)[C@H](CC(=O)N1CCC(c3ccccc3)CC1)C2` gave Casp6 inh -1, DENV2 CPE rescue -6, Xi reactivation -0.1, INS-1E GSIS act -40, RAD52 anneal inh -4, E-selectin induc 0.0 and F508del corr 0.1.
For CN(Cc1ccccc1)C(=O)c1nc[nH]c1C(=O)N1CCc2ccccc2C1 the results were DENV2 CPE rescue 19, Xi reactivation 0.0, INS-1E GSIS act -4, RAD52 anneal inh -17, E-selectin induc -0.3, F508del corr -0.5 and RAD54 inh 1.
C[C@@H]1CN([C@@H](C)CO)C(=O)c2ccccc2-c2ccccc2CO[C@H]1CN(C)S(=O)(=O)c1ccsc1 was read as Casp6 inh 0, DENV2 CPE rescue -3, Xi reactivation -0.7, INS-1E GSIS act -3, RAD52 anneal inh 17, E-selectin induc -0.4, F508del corr -1.8 and RAD54 inh -6.
For COc1cccc(C#Cc2ccc3c(c2)[C@H]2[C@H](CCN2C(=O)c2ccccc2F)[C@H](CO)N3)c1 the results were DENV2 CPE rescue -21, Xi reactivation 0.1, INS-1E GSIS act 1, E-selectin induc 0.6, F508del corr -0.1 and RAD54 inh -2.
COc1cccc(-c2oc3c(c2C(=O)OCCN2CCCCC2)C(O)CCC3)c1 (configuration not stated) was read as Casp6 inh -1, DENV2 CPE rescue 4, Xi reactivation 0.1, INS-1E GSIS act 8, RAD52 anneal inh -24, E-selectin induc 0.3 and F508del corr 0.5.
COc1ccc(C(=O)NCC2CCN(C(=O)C(=O)c3cccs3)CC2)cc1 was read as Casp6 inh -2, DENV2 CPE rescue -7, Xi reactivation 0.1, INS-1E GSIS act -3, RAD52 anneal inh -12, E-selectin induc -0.1 and F508del corr 0.0.
CCN(C[C@H]1N[C@@](CC)(C(=O)OC)[C@H]2C(=O)N(Cc3ccccc3)C(=O)[C@@H]12)C(=O)COc1ccccc1 was read as Casp6 inh 0, DENV2 CPE rescue 66*, Xi reactivation 0.0, INS-1E GSIS act -24, RAD52 anneal inh 0, E-selectin induc 1.7, F508del corr 1.0 and RAD54 inh -7.
`CNC(CC(C)C)C(=O)NC1C(=O)NC(CC(N)=O)C(=O)NC2C(=O)NC3C(=O)NC(C(=O)NC(C(=O)O)c4cc(O)cc(O)c4-c4cc3ccc4O)C(O)c3ccc(c(Cl)c3)Oc3cc2cc(c3OC2OC(CO)C(O)C(O)C2OC2C[C@](C)(N)C(O)C(C)O2)Oc2ccc(cc2Cl)C1O` (some centres not stated) gave Casp6 inh 1, DENV2 CPE rescue 4, Xi reactivation 0.1, INS-1E GSIS act -8, RAD52 anneal inh 4, E-selectin induc 0.6, F508del corr 2.4 and RAD54 inh 1.
COCC(=O)N1CCCCN2[C@H](CO)[C@@H](c3ccc(-c4ccccc4)cc3)[C@H]2C1 was read as Casp6 inh -4, DENV2 CPE rescue 40*, Xi reactivation 0.1, INS-1E GSIS act 16, RAD52 anneal inh 5, E-selectin induc -0.2, F508del corr 0.0 and RAD54 inh -1.
Screening NC(Cc1ccc(C(F)(F)F)cc1)c1csc(Nc2cnccn2)n1 (configuration not stated) returned Casp6 inh 0, DENV2 CPE rescue -4, Xi reactivation 0.1, INS-1E GSIS act -36, RAD52 anneal inh 3, E-selectin induc -0.3, F508del corr 5.9 and RAD54 inh 2.
`Cc1ccc2c(C)c(C(=O)N3CCCC(C(N)=O)C3)oc2c1C` (configuration not stated) gave Casp6 inh -2, DENV2 CPE rescue 2, Xi reactivation 0.0, INS-1E GSIS act 5, RAD52 anneal inh -15, E-selectin induc -0.2, F508del corr 1.4 and RAD54 inh -12.
Screening O=C(O)c1ccc(CNS(=O)(=O)c2ccc3ccccc3c2)cc1 returned Casp6 inh 0, DENV2 CPE rescue 1, Xi reactivation 0.0, INS-1E GSIS act 13, RAD52 anneal inh -8 and F508del corr -1.6.
For COc1ccc(-c2nc(CS(=O)CC(=O)NCc3ccc(F)cc3)c(C)o2)cc1 (configuration not stated) the results were Casp6 inh 1, DENV2 CPE rescue -4, Xi reactivation 0.0, INS-1E GSIS act -6, RAD52 anneal inh -9, E-selectin induc -0.3 and F508del corr -1.9.
Screening CCOc1ncccc1C(=O)NNC(=O)c1cccc(S(=O)(=O)Nc2ccc(OC)cc2)c1 returned Casp6 inh 3, DENV2 CPE rescue 4, Xi reactivation 0.1, INS-1E GSIS act -26, RAD52 anneal inh -15, E-selectin induc -0.3, F508del corr 0.3 and RAD54 inh -4.
`O=C(Nc1ccc(Cl)cc1)N[C@H]1CC[C@@H](CCn2cc(C3(O)CCCC3)nn2)O[C@H]1CO` gave Casp6 inh 2, DENV2 CPE rescue 3, Xi reactivation -0.3, INS-1E GSIS act 5, RAD52 anneal inh 6, E-selectin induc -0.5, F508del corr -0.5 and RAD54 inh 3.
For CC(=O)c1nn(-c2ccc(C(F)(F)F)cc2)c(=O)[nH]c1=O the results were Casp6 inh 1, DENV2 CPE rescue 2, Xi reactivation 0.0, INS-1E GSIS act -32, RAD52 anneal inh -6, E-selectin induc -0.3, F508del corr 1.0 and RAD54 inh -18.
`CCN(CC)C(=O)COc1coc(CN2CCN(c3ccccc3F)CC2)cc1=O` gave Casp6 inh 2, DENV2 CPE rescue 7, Xi reactivation 0.0, INS-1E GSIS act 34, RAD52 anneal inh -4, F508del corr -4.3 and RAD54 inh 0.
Screening Fc1ccc(Nc2ccc(-c3ccc(F)cc3)nn2)cc1 returned Casp6 inh -1, DENV2 CPE rescue 2, Xi reactivation -0.1, INS-1E GSIS act -5, RAD52 anneal inh -17 and F508del corr 1.0.
COCC(=O)Nc1ccc2c(c1)OC[C@H](C)N(CCc1ccccc1)C[C@H](C)[C@H](OC)CN(C)C2=O was read as Casp6 inh 1, DENV2 CPE rescue -8, Xi reactivation -0.1, INS-1E GSIS act 21, RAD52 anneal inh -5, E-selectin induc 0.1, F508del corr 1.8 and RAD54 inh 4.
`Cc1ccc(NC(=O)CO/N=C/c2ccccc2C)c(C)c1` gave Casp6 inh 0, DENV2 CPE rescue -1, Xi reactivation -0.1, INS-1E GSIS act -10, RAD52 anneal inh -12, E-selectin induc 0.7 and F508del corr 0.5.
For N#Cc1ccc(CSc2nnc3[nH]c(=O)cc(N)n23)cc1 the results were Casp6 inh -2, DENV2 CPE rescue -9, Xi reactivation 0.0, INS-1E GSIS act -7 and RAD52 anneal inh -11.
Screening C[C@H](CO)N1C[C@H](C)[C@H](CN(C)C(=O)NC2CCCCC2)Oc2ncc(C#Cc3ccccc3)cc2C1=O returned Casp6 inh -2, DENV2 CPE rescue 8, RAD52 anneal inh 9, F508del corr 4.3 and RAD54 inh -4.
`CN(C)S(=O)(=O)c1ccc(C(=O)NCCOc2ccc(F)cc2)cc1` gave Casp6 inh -1, DENV2 CPE rescue -6, INS-1E GSIS act -14, RAD52 anneal inh -13, F508del corr -3.4 and RAD54 inh 0.
For C[C@H]1CN([C@@H](C)CO)S(=O)(=O)c2ccc(C3=CCCCC3)cc2O[C@H]1CN(C)C(=O)C1CCCCC1 the results were Casp6 inh 0, DENV2 CPE rescue 1, Xi reactivation -0.8, INS-1E GSIS act -34, RAD52 anneal inh -4, E-selectin induc 0.0, F508del corr 2.4 and RAD54 inh -7.
Screening COC(=O)[C@@]1(Sc2ccc(C)cc2)CC(=O)N(C(=O)CCc2ccccc2)[C@@H]1c1ccccc1 returned Casp6 inh 0, DENV2 CPE rescue 9, Xi reactivation 0.0, INS-1E GSIS act -6, RAD52 anneal inh -21, E-selectin induc 3.5 and F508del corr 1.6.
Screening CCCCCCn1c(=O)n2n(c1=O)[C@@H]1CN(S(=O)(=O)c3ccc(C)cc3)C[C@]1(O)[C@@H](OC(=O)Nc1c(C)noc1C)C2 returned Casp6 inh -4, DENV2 CPE rescue 6, Xi reactivation 0.4, INS-1E GSIS act -22, RAD52 anneal inh -10, E-selectin induc 0.7, F508del corr 0.2 and RAD54 inh 3.
`Cc1nc(C(=O)NNC(=O)Nc2ccc(Cl)cc2)cs1` gave Casp6 inh 10, DENV2 CPE rescue -2, Xi reactivation 0.0, RAD52 anneal inh 11 and F508del corr -0.6.
Screening NC(=O)c1ccc(N2CCN(c3ccccc3O)CC2)c([N+](=O)[O-])c1 returned Casp6 inh -3, DENV2 CPE rescue 1, Xi reactivation 0.1, INS-1E GSIS act -8, RAD52 anneal inh -4, E-selectin induc -0.1, F508del corr 0.4 and RAD54 inh -5.
Screening C[C@H](CO)N1C[C@H](C)[C@@H](CN(C)Cc2ccncc2)Oc2ncc(C3=CCCCC3)cc2C1=O returned Casp6 inh 3, DENV2 CPE rescue 6, Xi reactivation -2.1, INS-1E GSIS act -3, RAD52 anneal inh 4, E-selectin induc 0.0, F508del corr 0.3 and RAD54 inh 1.
C[C@@H]1CN([C@@H](C)CO)C(=O)c2cccc(N(C)C)c2O[C@@H]1CN(C)C(=O)Nc1cccc2ccccc12 was read as Casp6 inh 1, DENV2 CPE rescue 15, Xi reactivation -0.6, INS-1E GSIS act -4, RAD52 anneal inh -1, E-selectin induc 0.7, F508del corr -1.0 and RAD54 inh 8.
Screening CNC[C@@H](Cc1ccccc1)NC[C@@H](CC1CCCCC1)NCCCc1ccccc1 returned Casp6 inh -24, DENV2 CPE rescue -1, Xi reactivation 0.0, INS-1E GSIS act 89*, RAD52 anneal inh 36, E-selectin induc 0.1, F508del corr 1.8 and RAD54 inh 31.
Screening CC(C)(C)OC(=O)Nc1ccccc1-n1nnnc1C(C(=O)c1ccc(F)cc1)N1CCOCC1 (configuration not stated) returned Casp6 inh 3, DENV2 CPE rescue 4, Xi reactivation 0.3, INS-1E GSIS act -6, RAD52 anneal inh -28, E-selectin induc -0.1 and F508del corr -0.9.
CCC1CCCCN1CCNC(=O)C1CCN(S(=O)(=O)c2cccc3nsnc23)CC1 (configuration not stated) was read as Casp6 inh -2, DENV2 CPE rescue -7, Xi reactivation 0.2, INS-1E GSIS act 6, RAD52 anneal inh -21, F508del corr -0.9 and RAD54 inh -7.
COc1ccc(S(=O)(=O)Nc2ccc3c(c2)C(=O)N([C@@H](C)CO)C[C@@H](C)[C@@H](CN(C)S(=O)(=O)c2cccs2)O3)cc1 was read as Casp6 inh 1, DENV2 CPE rescue -15, Xi reactivation -1.1, INS-1E GSIS act -11, RAD52 anneal inh -11, E-selectin induc 0.1, F508del corr 0.7 and RAD54 inh 5.
`CCOc1ccc(C(=O)Nc2ccc(S(=O)(=O)NCC3CCCO3)cc2)cc1OCC` (configuration not stated) gave Casp6 inh 3, DENV2 CPE rescue -10, Xi reactivation -0.1, INS-1E GSIS act 1, RAD52 anneal inh 1, E-selectin induc 0.0, F508del corr 6.5 and RAD54 inh 5.
Screening COc1ccc(N2CCN(c3nc4c(C)cccn4c(=O)c3/C=C(\C#N)C(N)=O)CC2)cc1 returned Casp6 inh -3, DENV2 CPE rescue 4, Xi reactivation 0.1, INS-1E GSIS act 11, RAD52 anneal inh -11, E-selectin induc 1.2, F508del corr 0.0 and RAD54 inh 13.

An unsorted share of the library; 3.7% or so of the library scored in one or more.
